# PI4K2A block: PI4K2A (human) kinase inhibition; Q9BTU6; purified PI4K2A, ADP-Glo luminescence, 1 h; hits give low values; activity change, negative = inhibition, % at 76.9 µM; hit rate 0.13% among 420,000; AID 1346378; in the data active = activity change below about -50%; inconclusive = mostly about -30% to -49%;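 also: -100% = wells without enzyme as full effect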
#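 ADP-Glo luminescence measured ADP generated by PI4K2A enzyme (4 ug/mL before mixing) with 1.2 mM PI substrate (pre-mix) and 300 microM ATP (pre-mix). Tris pH7.5 buffer with MgCl2, Triton X-100; 1 h reaction at ambient temperature.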
# RGS4 inh: inhibitors of human regulator of G protein signaling 4; P49798; Transcreener GDP fluorescence polarization, RGS4-accelerated GTP hydrolysis; Potency, µM (highest dose often 114 µM), inactives show at the highest dose activity change, negative = inhibition, hits mostly inhibitors; hit rate 0.039% among 390,000; also: potency is read from the fitted curve at half-maximal effect; % is scaled to controls: 0 for no effect and ±100 for the full control effect; nearly all actives have a fitted effect of over 75% in size; some results filed as inactive show a strong effect at the top dose
# Target sequence (P49798 whole entry, looked up): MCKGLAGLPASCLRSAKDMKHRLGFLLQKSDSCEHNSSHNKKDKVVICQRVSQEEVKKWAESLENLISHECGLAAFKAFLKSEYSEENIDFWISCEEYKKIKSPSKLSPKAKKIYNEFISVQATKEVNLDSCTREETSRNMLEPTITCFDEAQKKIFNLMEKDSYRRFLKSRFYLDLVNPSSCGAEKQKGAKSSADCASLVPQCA
#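 MLSMR compounds (23 nl, pin-transferred) preincubated 10 min at room temperature with a 500nM (2x) first reagent, then RGS4 at 900nM (2x) plus Transcreener GDP mix added; fluorescence polarization (620/688 nm) read before and after 90 min at 30 °C.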
# GLS inhibitor: glutaminase GLS (human) inhibition | Potency, µM (top dose mostly 45.5 µM), inactives show top-dose activity change, negative = inhibition, actives largely listed as inhibitors | O94925 | AID 624170 | hit rate 0.21% among 410,000 | GLS enzymatic activity, qHTS titration; also: potency is read from the fitted curve at half-maximal effect; % is scaled to controls: 0 for no effect and ±100 for the full control effect
#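 Assay buffer: 45 mM KH2PO4 pH 8.2, 0.02% Tween-20. hKGA acts on L-glutamine (1 mM solution added); product glutamate is reported by an oxidase/peroxidase Amplex Red coupling, with fluorescence taken at baseline and 30 min.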
# ERG-DNA inh: inhibitors of human ERG Ets domain-DNA interaction; P11308; fluorescence polarization, His-ERG Ets domain / labelled DNA; Potency, µM (highest dose often 76.9 µM), for the others: at the top dose FP activity, negative = inhibition, hits mostly inhibitors; hit rate 0.028% among 370,000; AID 624246; active = well fitted inhibition curve with a large enough effect in the polarisation, with a control signal flat; inconclusive = small, poorly fitted or top-dose-only effect, or effect the other way, or a change in a side signal; inactive = no such curve, though single readings can be large or run the other way; the % refers to the polarisation;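 also: polarization taken with two DNA probes labelled with fluorescein and Texas red; potency is read from the fitted curve at half-maximal effect; % of control where 0% means no effect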
# Target sequence (P11308 whole entry, looked up, the tested form may be a part): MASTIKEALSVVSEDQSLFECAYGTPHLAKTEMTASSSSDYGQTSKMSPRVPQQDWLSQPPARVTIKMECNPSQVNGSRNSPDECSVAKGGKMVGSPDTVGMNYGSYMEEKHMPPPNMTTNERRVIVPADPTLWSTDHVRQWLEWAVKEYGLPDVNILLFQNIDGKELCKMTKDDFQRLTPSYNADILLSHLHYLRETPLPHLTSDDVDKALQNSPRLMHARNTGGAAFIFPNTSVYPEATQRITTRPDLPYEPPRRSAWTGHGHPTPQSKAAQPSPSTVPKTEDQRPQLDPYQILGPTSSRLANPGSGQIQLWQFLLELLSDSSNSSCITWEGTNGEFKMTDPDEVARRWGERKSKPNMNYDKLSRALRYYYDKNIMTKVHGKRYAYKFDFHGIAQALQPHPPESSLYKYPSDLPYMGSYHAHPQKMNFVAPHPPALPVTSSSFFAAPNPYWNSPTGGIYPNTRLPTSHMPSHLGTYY
#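 His-tagged ERG Ets domain (1 uM in the protein solution; 300mM KCl, 50mM Tris-HCl, 1mM EDTA, 1mM DTT, pH 7.5) received compound, then a probe mix of 5 nM fluorescein-DNA and 100nM Texas-615-DNA. Fluorescence polarization was read for both dyes.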
# 12-LOX inh: inhibitors of human 12S-lipoxygenase ALOX12. P18054. purified 12hLO, xylenol orange hydroperoxide absorbance. Potency, µM (doses to about 108 µM), for the others: top-dose activity change, negative = inhibition, actives largely listed as inhibitors. hit rate 1.1% among 580,000; also: potency is read from the fitted curve at half-maximal effect; % is scaled to controls: 0 for no effect and ±100 for the full control effect
#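 Purified human 12hLO (150 nM final) in 25 mM Hepes, 0.01% Triton X-100, pH 7.0 was preincubated 15 min at room temperature with compound. Then 40 uM arachidonic acid was added, 30 min. Hydroperoxide was read by Fe-XO absorbance ratio 573/405 nm.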
# JMJD2A Tudor: JMJD2A Tudor domain (human) inhibition | Potency, µM (series often up to 114 µM), inactives show top-dose activity change, negative = inhibition, actives largely listed as inhibitors | hit rate 4.4% among 390,000 | O75164 | AlphaScreen JMJD2A-Tudor / H3K4me3 peptide binding; also: potency is read from the fitted curve at half-maximal effect; % is scaled to controls: 0 for no effect and ±100 for the full control effect; nearly all actives have a fitted effect of over 50% in size
# G9a inh: G9a (human) methyltransferase inhibition; G9a H3K9 monomethylation, AlphaScreen, 2 h; Potency, µM (series often up to 102 µM), inactives show top-dose activity, negative = inhibition, most hits filed as inhibitors; hit rate 8.8% among 350,000; also: potency is read from the fitted curve at half-maximal effect; % is scaled to controls: 0 for no effect and ±100 for the full control effect; nearly all actives have a fitted effect of over 75% in size
# Target sequence (Q96KQ7 913-1193 limits assumed): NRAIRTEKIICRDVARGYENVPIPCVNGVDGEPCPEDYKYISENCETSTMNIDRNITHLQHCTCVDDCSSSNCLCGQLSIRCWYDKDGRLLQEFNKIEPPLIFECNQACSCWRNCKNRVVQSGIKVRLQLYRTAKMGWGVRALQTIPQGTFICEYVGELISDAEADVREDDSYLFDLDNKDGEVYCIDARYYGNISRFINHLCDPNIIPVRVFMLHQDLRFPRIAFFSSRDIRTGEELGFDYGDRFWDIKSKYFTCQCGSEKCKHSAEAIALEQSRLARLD
#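 Quantitative HTS format: methyltransferase activity on a biotin-tagged H3K9 peptide is measured by AlphaScreen, using a rabbit anti-monomethyl-H3K9 antibody with streptavidin donor and anti-IgG acceptor beads. Final levels are 20 nM enzyme, 500 nM peptide, 20 uM SAM; 2 h RT.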
# HP1b binding inh: blocks HP1-beta chromodomain binding to methylated histone tails. AlphaScreen HP1-beta / biotin-H3K9me3 peptide binding. Potency, µM (titrated, usually from 114 µM), inactives show at the highest dose activity change, negative = inhibition, most hits filed as inhibitors. hit rate 0.56% among 390,000. AID 540317; also: potency is read from the fitted curve at half-maximal effect; nearly all actives have a fitted effect of over 70% in size; inactives centre near 23
#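 HP1-beta protein (50 nM final) preincubated 30 min at room temperature with biotinylated H3(1-18)K9me3 peptide (50 nM) in PBS pH 7.4, 0.01% Tween-20, then compound added for 30 min. AlphaScreen streptavidin donor/nickel chelate acceptor beads (10 ug/mL final), 30 min dark, luminescence read.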
# BAZ2B inh: blocks human BAZ2B | hit rate 4.4% among 360,000 | AlphaScreen BAZ2B-H3K14Ac peptide displacement | Potency, µM (titrated, usually from 114 µM), without a hit: top-dose activity change, negative = inhibition, usual class: inhibitors | Q9UIF8 | AID 504333; also: potency is read from the fitted curve at half-maximal effect; % is scaled to controls: 0 for no effect and ±100 for the full control effect; nearly all actives have a fitted effect of over 60% in size
#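 AlphaScreen displacement of biotin-H3(5-23)K14Ac peptide (50 nM final) from BAZ2B (50 nM final) in PBS pH 7.4, 0.01% Tween-20; complex preformed 30 min RT, then compounds (top 110 uM) 30 min RT, beads 20 min dark.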
# * hit, by the source's call; ? = inconclusive; . = not tested or not shown; & = joins results of further samples; [ ] = remark or other dose. Unless noted, calls follow the shape of the dose curve; as a rule, active = well fitted curve in the direction sought with a large enough effect; inconclusive = small, poorly fitted or top-dose-only effect, or another doubt; inactive = no such curve, though single readings can be large; an effect the other way counts as inactive or inconclusive.
1. Cc1cc(=O)n(CC(=O)NCc2ccc(OC(C)C)cc2)c2c1c(C)nn2-c1cccc(F)c1
2. CC(=O)c1ccc(N2CCN(C3C(=O)c4ccccc4N3C(C)=O)CC2)cc1 (stereo not drawn)
3. CC(C)(C)[C@H]1COC(=O)CCCC/C=C\C[C@H](CC(=O)NCCO)C(=O)N1
4. CCOc1cc(NC(=O)c2cccs2)c(OCC)cc1NC(=O)CCC(=O)NCCN1CCOCC1
5. COc1cccc(-n2c(SCC(=O)NCCC3=CCCCC3)nc3n[nH]c(C)c3c2=N)c1
6. COc1ccc2c(=O)c3c(=O)n(Cc4ccco4)c(C(C)C)nc3oc2c1
7. O=C(Cn1c(=O)n(-c2ccc(F)cc2)c(=O)c2sc3ccccc3c21)NC1CCCCC1
8. O=C(CN1CCN(S(=O)(=O)c2ccccc2)CC1)NCCc1ccccc1
9. COc1ccc(C(=O)c2c(N)sc3c2CCN(C(=O)OC(C)(C)C)C3)cc1
10. CCOc1ccc2[nH]c(=O)c(C(c3nnnn3CC3CCCO3)N3CCc4ccccc4C3)cc2c1 (stereo not drawn)
Screen / compound no.,1,2,3,4,5,6,7,8,9,10
12-LOX inh,-17%,?,-9%,-8%,-11%,-22%,-4%,-5%,?,-18%
BAZ2B inh,-3%,-14%,.,-5%,8%,7%,-10%,0%,?,-38%
PI4K2A block,2,0,2,6,-9,1,2,2,-3,-2
G9a inh,13%[59 µM],-31%[59 µM],.,.,34%[59 µM],?,-26%[59 µM],23%,?,?
HP1b binding inh,-6%,24%,54%[activator],11%,34%,22%,16%,29%,0%,34%
GLS inhibitor,-3%,3%,1%,11%,20µM*,-5%,1%,0%,0%,10%
ERG-DNA inh,-2%,1%,-4%,1%,-5%,-2%,8%,12%,13%,-1%
JMJD2A Tudor,-19%,-15%,-18%,-29%,-17%[57.1 µM],-12%,-13%,-8%,?,-23%
RGS4 inh,-14%,-4%,1%,6%,-13%[11.4 µM],-42%,-10%,25%,?,10%

# Two entries drawn at random from the list so far:
8. O=C(CN1CCN(S(=O)(=O)c2ccccc2)CC1)NCCc1ccccc1
7. O=C(Cn1c(=O)n(-c2ccc(F)cc2)c(=O)c2sc3ccccc3c21)NC1CCCCC1
Screen / compound no.,8,7
12-LOX inh,-5%,-4%
BAZ2B inh,0%,-10%
PI4K2A block,2,2
G9a inh,23%,-26%[59 µM]
HP1b binding inh,29%,16%
GLS inhibitor,0%,1%
ERG-DNA inh,12%,8%
JMJD2A Tudor,-8%,-13%
RGS4 inh,25%,-10%

# Other results
11. COC(=O)c1c(NC(=O)CN2CCN(S(=O)(=O)c3ccccc3[N+](=O)[O-])CC2)sc2c1CCC(C)C2 (stereo not drawn)
12. CCN1C(=O)[C@H]2[C@@H](c3ccc(-c4ccc(OC)cc4)cc3)N[C@@](C)(C(=O)OC)[C@H]2C1=O
13. CCOC(=O)C1CCN(C(=O)Cn2c(-c3cccs3)cc3cc(Cl)ccc32)CC1
14. CCN1CCN(C(=O)C(=O)c2cn(CC(=O)N3CCCC3)c3ccccc23)CC1
15. CN1CCN(C(=O)c2cc3sccc3n2CC(=O)c2ccccc2)CC1
16. CCOC(=O)C1=C(CNCCc2ccc(Cl)cc2)NC(=O)NC1c1ccc2c(c1)OCO2 (stereo not drawn)
17. O=C1CC(NS(=O)(=O)c2cccnc2)CN1c1ccc(F)cc1 (stereo not drawn)
18. COc1cc(NC(=O)CN2c3cccc4cccc(c34)S2(=O)=O)cc(OC)c1OC
19. O=c1oc2ccc(Cl)cc2cc1-c1nnc(Nc2cccc(C(F)(F)F)c2)s1
20. COCCN(C(=O)c1cc(OC)c(OC)c(OC)c1)c1c(N)n(Cc2ccccc2)c(=O)[nH]c1=O
Screen / compound no.,11,12,13,14,15,16,17,18,19,20
12-LOX inh,-1%,?,2%,3%,-2%,0%,19%,286%[activator],-5%,24%
BAZ2B inh,-3%,-3%,1%,-5%,-4%,-31%,5%,10%,4%,13%
PI4K2A block,4,1,-1,2,-2,-1,-5,-1,0,-1
G9a inh,-12%[59 µM],-5%[2.33 µM],3%[59 µM],-5%,2%,-40%[12.7 µM],-36%,?,19%,-4%
HP1b binding inh,-4%,52%[activator],33%,24%,15%,3%,27%,16%,29%,51%[activator]
GLS inhibitor,0%,-12%,5%,0%,-1%,-4%,-1%,11%,10%,-15%
ERG-DNA inh,1%,-1%,1%,-5%,4%,4%,4%,-7%,-15%,5%
JMJD2A Tudor,-22%,-9%,-2%,-15%,-16%,-36%,7%,-7%,-9%,6%
RGS4 inh,-10%,-32%,1%,-3%,6%,-4%,-35%,14%,12%,12%

# An excerpt from above, limited to BAZ2B inh, 12-LOX inh and GLS inhibitor:
cpd	SMILES	BAZ2B inh	12-LOX inh	GLS inhibitor
18	COc1cc(NC(=O)CN2c3cccc4cccc(c34)S2(=O)=O)cc(OC)c1OC	10%	286%[activator]	11%
19	O=c1oc2ccc(Cl)cc2cc1-c1nnc(Nc2cccc(C(F)(F)F)c2)s1	4%	-5%	10%
20	COCCN(C(=O)c1cc(OC)c(OC)c(OC)c1)c1c(N)n(Cc2ccccc2)c(=O)[nH]c1=O	13%	24%	-15%
14	CCN1CCN(C(=O)C(=O)c2cn(CC(=O)N3CCCC3)c3ccccc23)CC1	-5%	3%	0%

# Later entries
21. O=S(=O)(Cc1ccccc1)NCC1CCCN(Cc2cccc3nonc23)C1 (stereo not drawn)
22. CNC[C@@H](C)NC[C@@H](Cc1ccccc1)NCCc1ccccc1
23. COc1cccc(C2C(C(=O)Nc3ccc(C)cc3C)=C(C)Nc3nc4ccccc4n32)c1OC (stereo not drawn)
24. N#CC(Sc1ccccn1)c1ccc(Cl)cc1 (stereo not drawn)
25. O=S(=O)(c1ccc(NC(=S)NCCC(c2ccccc2)c2ccccc2)cc1)N1CCOCC1
26. O=C(Cc1csc(NC(=O)Nc2cccc(Cl)c2)n1)NCc1cccnc1
27. COc1ccc2[nH]c(C(=O)NCCCN3CCCC3=O)c(C)c2c1
28. COc1ccc(C(=O)N2CCOC2CNC(=O)C(=O)NCc2ccc(Cl)cc2)cc1 (stereo not drawn)
29. CCOc1ccc(CC(=O)C2=C(N3CCOCC3)CC(C)(C)CC2=O)cc1OCC
30. Cc1nn(CC(=O)NCCc2ccccc2)c(=O)c2cccn12
Screen / compound no.,21,22,23,24,25,26,27,28,29,30
12-LOX inh,-8%,5%,-17%,-19%,45µM*,0%,-6%,-11%,0%,0%
BAZ2B inh,-18%,-38%,-1%,7%,-8%,?,-4%,-4%,-24%,1%
PI4K2A block,12,2,-2,-1,15,1,1,7,-9,3
G9a inh,0%,?,-1%[59 µM],7.9µM*,-3%[59 µM],35µM*,.,16%,25µM*,9%[59 µM]
HP1b binding inh,20%,21%,38%,13%,6%,23%,12%,34%,28%,40%[activator]
GLS inhibitor,0%,6%,7%,0%,2%,6%,1%,1%,14%,-8%
ERG-DNA inh,1%,-9%,-2%,16%,19%,11%,7%,-2%,-5%,10%
JMJD2A Tudor,-21%,-27%,-17%,-6%[11.4 µM],-32%,-24%,-16%,-16%,-19%,3%
RGS4 inh,13%,14%,5%,?,-45%,-10%,4%,10%,-13%,-25%

31. CC(NC(=O)C1CCN(c2nc3ccccc3nc2C(F)(F)F)CC1)c1ccccc1 (stereo not drawn)
32. COC(=O)CCCCCCCCCCN1CCCCC1
33. C[C@H](CO)N1C[C@H](C)[C@@H](CN(C)Cc2ccc(Cl)c(Cl)c2)Oc2c(NC(=O)C3CCOCC3)cccc2C1=O
34. Cc1cccc(C(=O)NC2(C(F)(F)F)N=C(c3ccccc3)N(C3CCCCC3)C2=O)c1 (stereo not drawn)
35. CCN(CC1CCCN(CCc2cccc(F)c2)C1)C(=O)c1cc(C)oc1C (stereo not drawn)
36. Cc1ccc(N2CCN(C(=O)NC3CCCCC3)CC2C)cc1 (stereo not drawn)
37. O=C(Nc1cccc([N+](=O)[O-])c1)NC1CCS(=O)(=O)C1 (stereo not drawn)
38. CCCCN(C)CC(O)Cn1cc(/C=C/C(=O)c2ccc(C)cc2)c2ccccc21 (stereo not drawn)
Screen / compound no.,31,32,33,34,35,36,37,38
12-LOX inh,-20%,-18%,-4%,-19%,-30%,-9%,-4%,?
BAZ2B inh,0%,1%,.,-17%,-35%,-3%,8%,?
PI4K2A block,-3,4,0,0,8,9,4,-1&-2
G9a inh,?,23%[59 µM],.,3%[59 µM],8%,-4%,59%[activator],-38%[59 µM]
HP1b binding inh,23%,20%,17%,21%,8%,18%,32%,0%&-22%
GLS inhibitor,4%,2%,1%,-3%,-11%,19%,-2%,11%&2%
ERG-DNA inh,-5%,2%,3%,0%,-7%,-1%,-7%,2%&0%
JMJD2A Tudor,?,-1%[57.1 µM],-23%,-10%,-26%,-12%,6%,50µM*
RGS4 inh,-4%,7%,7%,-14%,10%,6%,-17%,-9%&-8%

# Some of the compounds tested; the hit share may differ from the screen's.
